# Screening results from PubChem.
# FN deposition inh = fibronectin deposition inhibition; AH1F fibroblasts, Alexa488-fibronectin deposition fluorescence, overnight; AID 743247; 0.086% of 350,000 active; inhibition, % at 12.6 µM;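 active means mean inhibition across replicates of 30% or more, regardless of how many single replicates reach that level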;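 further: positive control wells lacked labelled fibronectin entirely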
#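 material = AH1F fibroblast monolayer depositing Alexa488-labelled fibronectin into matrix | amount = 10000 AH1F cells/well | buffer or medium = DMEM plus 2% serum, read in PBS | incubation = 1 h cell adhesion before compound, then overnight fibronectin incubation | detection = fluorescence at 485 nm excitation, 525 nm emission | evaluation = percent inhibition as loss of matrix-bound fibronectin fluorescence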
# PglD DTNB = inhibitors of Campylobacter jejuni PglD acetyltransferase | 0.098% of 360,000 active | purified PglD enzyme, DTNB colorimetric CoA detection | inhibition, % at 12.5 µM | AID 602405; in the data active means inhibition above about 16%, passing the limit was not always enough; further: strong numbers were not always called active
# PGC1a acetyl inh = PGC1a acetylation modulation, inhibitor mode; U2OS PGC1a acetylation, AlphaScreen anti-acetyl-lysine; with virally co-expressed GCN5 acetyltransferase; 0.17% of 350,000 active; inhibition, % at 15.6 µM; AID 651687;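 active means every replicate shows inhibition of at least 40%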;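 further: 0% = neutral control wells and 100% = positive control wells; some results beyond the cut were filed as inactive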
# An asterisk follows results filed as active.
# Order of results: FN deposition inh	PglD DTNB	PGC1a acetyl inh
CN1CCN(/C=N/c2c(C#N)cnn2C)CC1
→ -3	-2	-9
Cc1ccc(C(C(=O)NCc2ccc(F)cc2)N(C(=O)c2csnn2)C2CC2)o1 (configuration not stated)
→ -6	1	-5
O=C(CSc1ncnc2c1oc1ccccc12)N1CCN(c2ccccc2)CC1
→ 1	0	0
COc1ccc(CNC(=O)COC(=O)c2n[nH]c3ccccc23)cc1OC
→ 7	3	-2
CCCCn1c(SCC(=O)NCc2ccccc2)nc2ccc(N3CCOCC3)cc2c1=O
→ 4	3	-9
CCOc1cc(-c2noc(CCC(=O)Nc3cccnc3)n2)ccc1OC
→ 3	1	4
CCCOc1ccccc1NC(=O)c1ccc(N)cc1
→ -3	-1	-1
O=C(NCc1cccnc1)c1cccc(S(=O)(=O)N2CCCCC2)c1
→ 11	5	-7
COc1ccc2c(c1)c(C(=O)OCCN(C)C)c(C)n2C
→ 6	3	9
O=C(Nc1ccc2c(c1)nc1n2CCSC1)c1ccco1
→ -9	3	12
COc1cc2c(cc1NC(=O)Nc1cccc(C)c1)oc1ccccc12
→ -10	-4	-3
Cc1cccc(C(=O)Nc2nnc(Cc3c[nH]c4ccccc34)s2)c1
→ 1	-5	-7
Cc1noc(C)c1CSc1nc2ccccc2n1CCc1ccccc1
→ 8	1	0
O=C(O)CCCCNS(=O)(=O)c1ccc(Cl)c(C(F)(F)F)c1
→ 1	2	2
CCCCOCCCNC(=O)N[C@@H](CC(C)C)C(=O)O
→ 5	-3	5
c1ccc2sc(N3CCOCC3)nc2c1
→ 0	-5	-6
CCN(CC)CCNC(=O)CCCCCn1c(=O)[nH]c2cc(C(=O)OC)ccc2c1=O
→ 7	2	-4
Cn1c(NC(=O)c2cccc(Cn3cc(Cl)cn3)c2)nc2ccccc21
→ -5	4	-2
O=C(CN(Cc1ccc(F)cc1)C(=O)Cn1nnc2ccccc21)NCC1CCCO1 (configuration not stated)
→ 5	0	5
Cc1ccc(N2CC(C(=O)NCc3cccs3)CC2=O)cc1 (configuration not stated)
→ -10	1	-5
COC(=O)c1sccc1N/N=C(\C)c1ccc(F)c(Cl)c1
→ 2	-5	8
COC(=O)c1ccccc1NC(=O)C1CC(c2ccccc2O)=NO1 (configuration not stated)
→ -2	7	3
Cc1ccccc1Nc1nnc(SCc2cc(=O)n3ccsc3n2)s1
→ -14	7	-17
Cc1ccccc1-n1c(SCC(=O)Nc2ccc3c(c2)OCO3)nnc1-c1ccccn1
→ 20	-2	10
CC(C)CC(=O)NC1(C(F)(F)F)C(=O)N(Cc2ccccc2)C2=C1C(=O)CC(C)(C)C2 (configuration not stated)
→ 13	-5	-5
CCCCNC(=O)C1c2cc(OC)c(OC)cc2C(=O)N(C)C1c1ccc(OC)cc1 (configuration not stated)
→ -16	3	1
Cc1cc2nc(-c3ccc(SCC(=O)N4CCN(C(=O)c5ccco5)CC4)nc3)[nH]c2cc1C
→ -16	-7	-5
O=c1[nH]c(=O)n(Cc2ccco2)c2c1C(C(F)(F)F)(C(F)(F)F)N=C(c1ccc(F)cc1)N2
→ -9	-5	-7
CC(C)(C)NCC(O)COc1c(F)cc(Br)cc1F (configuration not stated)
→ -10	3	-34
Fc1ccc(/C=N/n2c(-c3cccs3)n[nH]c2=S)cc1
→ -12	-3	-4
Oc1cnc2ccccc2c1CN1CCOCC1
→ 5	-1	-12
Cc1ccc(NC2=NCCCCC2)cc1C
→ -21	3	-14
COc1ccc(/C=C/C(=O)NCc2c(C)nn(C)c2C)cc1COc1ccc(Br)cc1
→ 3	4	-2
CS(=O)(=O)N(CC(=O)Nc1ccc(C(N)=O)cc1)C1CCCCC1
→ 15	3	-3
C=CCn1c(C)cc(C(=O)CSc2nnc(NCc3ccccc3)s2)c1C
→ 5	-7	-7
CC1CCC(C(C)C)C(OC(=O)C[n+]2cccc(C(N)=O)c2)C1 (configuration not stated)
→ -2	2	-5
O=C(CN1C(=O)C2CC=CCC2C1=O)NC1=NCCS1 (configuration not stated)
→ 2	12	-7
CC(=O)Nc1cccc(-c2nnc(SCC(=O)N3CCCCC3)n2C)c1
→ 5	-2	-6
CCCCNC(=O)c1cccc(C(=O)NCCCC)c1
→ -1	-2	7
CCOC(=O)CN(C(=O)CSc1nnc(CNc2ccc(C)cc2C)n1CC)c1ccccc1
→ 15	1	-5
COc1cc2c(cc1OC)CN(C(=O)CC1CC3CCC1C3)CC2 (configuration not stated)
→ 6	-2	-5
C=CCN1C(=O)CSc2ccc(C(=O)OCC)cc21
→ 2	-1	2
COC(=O)c1oc2ccc(Br)cc2c1NC(=O)CCN1CCOCC1
→ -6	-2	4
CC1=C(C(N)=O)C(c2ccc(Cl)cc2)NC(=O)N1 (configuration not stated)
→ 3	0	3
COc1ccc(Cn2c(=O)[nH]c3cc(C(=O)NCCCN4CCCCC4)ccc3c2=O)cc1
→ 20	-3	1

# In the list so far, 3 contain a thiophene ring, fused or not.
# Order of results: FN deposition inh	PglD DTNB	PGC1a acetyl inh
Cc1ccc(N2CC(C(=O)NCc3cccs3)CC2=O)cc1 (configuration not stated)
→ -10	1	-5
COC(=O)c1sccc1N/N=C(\C)c1ccc(F)c(Cl)c1
→ 2	-5	8
Fc1ccc(/C=N/n2c(-c3cccs3)n[nH]c2=S)cc1
→ -12	-3	-4

# In the list so far, these have fluorine:
# Order of results: FN deposition inh	PglD DTNB	PGC1a acetyl inh
Cc1ccc(C(C(=O)NCc2ccc(F)cc2)N(C(=O)c2csnn2)C2CC2)o1 (configuration not stated)
→ -6	1	-5
O=C(O)CCCCNS(=O)(=O)c1ccc(Cl)c(C(F)(F)F)c1
→ 1	2	2
O=C(CN(Cc1ccc(F)cc1)C(=O)Cn1nnc2ccccc21)NCC1CCCO1 (configuration not stated)
→ 5	0	5
COC(=O)c1sccc1N/N=C(\C)c1ccc(F)c(Cl)c1
→ 2	-5	8
CC(C)CC(=O)NC1(C(F)(F)F)C(=O)N(Cc2ccccc2)C2=C1C(=O)CC(C)(C)C2 (configuration not stated)
→ 13	-5	-5
O=c1[nH]c(=O)n(Cc2ccco2)c2c1C(C(F)(F)F)(C(F)(F)F)N=C(c1ccc(F)cc1)N2
→ -9	-5	-7
CC(C)(C)NCC(O)COc1c(F)cc(Br)cc1F (configuration not stated)
→ -10	3	-34
Fc1ccc(/C=N/n2c(-c3cccs3)n[nH]c2=S)cc1
→ -12	-3	-4

# Additional results:
# Order of results: FN deposition inh	PglD DTNB	PGC1a acetyl inh
COC(=O)c1cc(NC(=O)Nc2cc(OC)ccc2OC)cc(C(=O)OC)c1
→ -8	1	-2
CC(C)CN(C(=O)c1ccc(=O)n(C)n1)c1nc2ccccc2s1
→ -5	-1	-12
COc1ccccc1NC(=O)N(Cc1ccccc1)C1=NCC(C)S1 (configuration not stated)
→ 5	1	-6
Cc1ccccc1C(=O)N1CCC(C(=O)Nc2ccc(F)cc2)CC1
→ -20	7	4
COc1ccc(-n2c(COc3cccc4ccccc34)nnc2SCC(=O)NCc2ccco2)cc1
→ -2	4	3
O=C1C2CCCN2C(c2cccs2)N1c1ccc(Cl)cc1 (configuration not stated)
→ -11	3	9
COc1cc(-c2c(C#N)c(=O)[nH]c3c2c(C)nn3-c2ccccc2)ccc1O
→ -3	-4	-3
Cc1cc(-c2[nH]nc3c2C(c2cccc(O)c2)C(C#N)=C(N)O3)c(C)s1 (configuration not stated)
→ -2	4	14
CCC(=O)Nc1ccc(S(=O)(=O)Nc2ncccn2)cc1
→ -7	2	5
O=C1c2cnccc2CN1Cc1ccccc1
→ -2	2	16
COc1ccc(C(=O)C(CN2CCCC2)c2ccccc2)cc1 (configuration not stated)
→ -1	-1	-167
O=C(NC1CC1)c1ccc(S(=O)(=O)NC2CCCCCC2)cc1
→ -12	-1	-16
Cc1cc(N2C(=O)C(=O)/C(=C(/O)c3ccccc3)C2c2cccs2)no1 (configuration not stated)
→ 1	-1	-1
COc1ccc(C2=NOC(C(=O)Nc3cccnc3)C2)cc1 (configuration not stated)
→ -2	-1	-64
C/C(=N/NC(=O)c1ccccc1O)c1ccc(N2C(=O)C3CCCCC3C2=O)cc1 (configuration not stated)
→ 1	2	4
COc1ccccc1OCCn1c(CO)nc2ccccc21
→ -7	1	-12
O=C(Nc1nccs1)c1nc(-c2ccccc2)n(-c2ccccc2)n1
→ 3	2	-4
CC(C)c1nc(SCC(=O)Nc2nc3c(s2)CCCC3)c2ccccc2n1
→ 4	-1	-24
C[N+]1(CC(=O)Nc2ccc(F)cc2)CCN(C(=O)c2ccco2)CC1
→ -5	1	7
O=c1[nH]nc(Cc2ccccc2)c2ccccc12
→ 13	0	4
O=C1CCCN1c1cccc(Br)c1
→ 5	-6	9
Oc1ccccc1C(=S)N1CCCCCC1
→ 3	3	-10
COCCCNC(=O)CS(=O)(=O)Cc1nc(-c2cccc(OC)c2)oc1C
→ -20	-6	0
CCN(CCCn1c(=S)[nH]c2ncccc2c1=O)c1ccccc1
→ 4	-1	-4
Cc1nc(S(=O)(=O)N(C)c2ccccc2)c(C#N)c(C)c1Cl
→ 17	-1	17
Cc1ccc(C)c(N2CCN(C(=O)Cc3cn(C)c4ccccc34)CC2)c1
→ 4	0	-4
O=c1oc2cc(O)ccc2c2c1CCCC2
→ 5	-3	0
O=C(c1ccc(CNS(=O)(=O)c2ccccc2)cc1)N1CCN(Cc2ccccc2)CC1
→ -11	-4	-1
COc1ccccc1C1CC(c2ccc(Cl)cc2)Nc2nc(N)nn21 (configuration not stated)
→ 1	2	13
CCOC(=O)c1c(NC(=O)CSc2n[nH]c(N)n2)sc(CC)c1C
→ 4	0	1
CC(Sc1nnc(-c2ccc(Cl)cc2)n1C)C(N)=O (configuration not stated)
→ -6	-5	2
CC(C)NC(=O)CC(=O)N/N=C/c1ccc(F)cc1
→ 5	-7	0
CCCn1c(SCC(=O)Nc2ccccc2C(=O)OC)nc2c1c(=O)n(C)c(=O)n2C
→ 5	2	-1
O=C(CSc1ccccc1)Nc1ccccc1C(=O)O
→ -8	2	9
COCc1cc(C)nc(N2CCCCC2)c1C#N
→ -3	0	-6
COc1cc(/C=N/NC(=Nc2ccc(C)cc2)c2nc3ccccc3s2)ccc1O
→ -7	7	-3
CCCCc1nc2ccccc2c(NC(=O)CNC(C)(C)C)c1CCC
→ -54	-4	-7
CCn1c(COc2ccccc2C)nnc1SCC(=O)CC(=O)Nc1ccccc1
→ -6	6	13
COCCN(C(=O)C1CC1)c1nnc(-c2ccc(C)cc2)s1
→ 6	0	-3
C=CCN1CCN(C(c2ccccc2)c2nnnn2CCC(C)C)CC1 (configuration not stated)
→ -4	-1	-2
O=c1c2ccccc2nc(CSc2nnnn2-c2ccccc2)n1-c1ccccc1
→ 8	-12	9
COCCCNC(=O)c1ccc(Cn2c(=O)c3ccccc3n(Cc3cc(C)ccc3C)c2=O)cc1
→ 27	1	-9
COCc1cc(=O)n2[nH]c(-c3ccsc3-n3c(C)ccc3C)cc2n1
→ 0	1	23
COc1ccc(N=C2SC(CC(=O)Nc3ccc(OC)cc3OC)C(=O)N2C)cc1 (configuration not stated)
→ -1	2	4
COc1cc(/C=C2/N=C(C3CCCCC3)OC2=O)cc(OC)c1OC
→ -2	-2	14
CSCCC(NC(=O)C1CCC(C)CC1)C(=O)NCCN1CCOCC1 (configuration not stated)
→ -48	-4	4
CCOC(=O)c1ccc(NS(=O)(=O)c2ccc3[nH]c(=O)[nH]c3c2)cc1
→ 14	-9	-2
CCCN1CCCc2cc(CN)ccc21
→ 3	-4	-11
O=C(CN1C(=O)COc2ccccc21)NCCCN1CCN(Cc2ccccc2)CC1
→ -12	0	2
O=C(CC1(C(F)(F)F)OCCO1)Nc1ccc2c(c1)OCO2
→ 1	3	4
COC(=O)C1CCCN1S(=O)(=O)c1ccc2ccccc2c1 (configuration not stated)
→ 14	0	0
Cc1ccccc1S(=O)(=O)c1c(C)cc(-c2ccccc2)[nH]c1=O
→ -1	1	-2
O=C(c1ccc2ccccc2c1)N1CCN(c2ccc(O)cc2)CC1
→ 9	0	5
O=C(Nc1cccc(-c2nc3ccccc3[nH]2)c1)c1ccco1
→ -7	8	-9
O=C(Nc1cccnc1)Nc1ccc2c(c1)OCO2
→ 0	0	4
CC(C)CNS(=O)(=O)c1ccc(CCC(=O)N2CCN(Cc3ccc4c(c3)OCO4)CC2)cc1
→ 2	-2	16
CCN(CC)C(=O)C1CCCN(C(=O)Nc2ccccc2)C1 (configuration not stated)
→ -8	-3	-13
COC(=O)CC1=C(C(=O)OC)C(c2cccs2)C(C#N)=C(N)O1 (configuration not stated)
→ -8	1	5
COC(=O)c1ccccc1NC(=S)NC(NC(=O)c1ccccc1[N+](=O)[O-])C(Cl)(Cl)Cl (configuration not stated)
→ -15	-1	-8

# A portion of the library (hit frequency here may not be typical).
